Salmonella PhoP GFP = PhoP-dependent GFP reporter repression – Salmonella Typhimurium, primary screen (AID 1863) | inhibition, % at 50 µM; hits with a dose series show IC50 in µM | actives 0.16% (n = 300,000) | S. Typhimurium PhoP-regulated promoter GFP reporter, 4 h; higher % means a stronger effect;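 active = inhibition over 29.93%, a cutoff 3 SD above the screen mean, later confirmed by dose response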;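 note: 0% = low Mg2+ inducing control and 100% = high Mg2+ repressing control; strong numbers were not always called active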
Lipid droplet = modulators of hepatic lipid droplet formation; AML12 mouse hepatocytes, oleate lipid droplets, BODIPY imaging; inhibition, % at 6.5 µM; actives 0.4% (n = 240,000); AID 1656;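 active = lipid droplet intensity inhibited by at least 50%, with more than 500 cells counted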
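Material: mouse AML12 hepatocyte cell line, fixed after treatment; Timing: compound with oleate, overnight; Technique: high-content imaging of BODIPY-stained droplets and DAPI nuclei; Probe or stimulus: oleate, 100 µM final; Dosing: compound at 6.5 µM only.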
T cell modulator = T cell immune modulators affecting CD8 T cell-vesicle binding. 2C CD8+ T cell-vesicle binding, flow cytometry; stronger effect = lower value. calls only at 7 µM. actives 0.068% (n = 330,000);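 active = response, share of CD8 T cells binding vesicles, and their 90th percentile fluorescence all below set limits, cut at about 80% in these data, passing the limit was not always enough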
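Read-out – percent CD8+ FL2 mean versus row control · System – murine 2C transgenic CD8+ T lymphocytes · Times – 1.5 h cell–vesicle binding at 37 °C, then 20 min icy labelling · Control set – naked vesicles low, QL9 vesicles with vehicle high · Detection – cytometric PE anti-B7-1 and Alexa647 anti-CD8 signals after 1% paraformaldehyde fixation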
Lipid droplet cells 6.5 µM = recorded beside Lipid droplet, whose call it bears; cell count; measured here: cell count, cytotoxicity flag;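 cells counted across two imaged fields per well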
T cell modulator vesicle-bound % = further read-out of T cell modulator, marked with its call; double positive events, %; measured here: CD8+ vesicle-bound cell fraction;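 binding gate set so that unloaded-vesicle control wells show 10% double positive cells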
* marks the source's active call; other numbers are inactive results; i = inactive; . = not tested or not shown; + = active, no number. Not all compounds are listed; count on the stated rates, not on these rows.

Every second line gives: Salmonella PhoP GFP, T cell modulator vesicle-bound %, Lipid droplet cells 6.5 µM, Lipid droplet, T cell modulator
CCOc1ccccc1NC(=O)CN(c1ccc(Cl)cc1)S(C)(=O)=O
 : -2%, 68, 754, -17, i
COc1ccc(N2CCN(C(=O)c3oc4c(c3C)C(=O)CCC4)CC2)cc1
 : -1%, 19, 825, -5, i
CNc1ccc(S(=O)(=O)NCC(=O)NCCCc2ccccc2)cc1[N+](=O)[O-]
 : 7%, 4, 799, 1, i
Cc1ccccc1CNCCCSc1ncccn1
 : -1%, 57, 803, 0, i
O=C1C(=O)N(CCCN2CCOCC2)C(c2ccc([N+](=O)[O-])cc2)/C1=C(\O)c1ccc2c(c1)OCCO2 (stereo not drawn)
 : 3%, 38, 756, 0, i
O=C(CNC(=O)c1ccc(Br)o1)NNC(=O)c1ccccc1F
 : -7%, 69, 724, -41, i
O=C(Cc1ccccc1F)Nc1nc(-c2ccc(F)c(F)c2)cs1
 : -1%, 30, 770, -29, i
O=C(Nc1ccnn1C1CCN(C2CCC2)CC1)c1ccccc1
 : -4%, 6, 758, -1, i
CCOc1ccc(NC(=O)CSc2nnnn2C2CCCC2)cc1
 : -1%, 20, 822, -2, i
CCN(CC)CCN1C(=O)C(=O)/C(=C(/O)c2ccc(S(=O)(=O)N3CCOCC3)cc2)C1c1ccc(Cl)cc1 (stereo not drawn)
 : 1%, 43, 746, -24, i
CC1CCC2(CC1)NC(=O)N(CC(=O)c1ccc3c(c1)OCO3)C2=O (stereo not drawn)
 : -3%, 14, 691, -6, i
O=C(CCc1c[nH]c2ccccc12)NCc1cccc(Cl)c1
 : 1%, 11, 753, 0, i
O=C1c2ccccc2NC(c2cccc([N+](=O)[O-])c2)N1CCc1ccccc1 (stereo not drawn)
 : -4%, 24, 812, -27, i
Cc1cccc(NC(=O)Cc2ccc(Br)cc2)n1
 : -6%, 56, 782, 0, i
Cc1ccc(CN2CCN(C(=O)CCc3ccccc3)CC2)cc1
 : 4%, 15, 824, -7, i
O=C(N/N=C/c1ccccn1)c1ccncc1
 : 10%, 46, 839, -13, i
CNS(=O)(=O)c1cccc(C(=O)OCC(=O)N2CCCC2)c1
 : 10%, 22, 840, -4, i
CCCC(C(=O)NC1CCCC1)N(Cc1ccc(OC)cc1)C(=O)c1snc(C(N)=O)c1N (stereo not drawn)
 : 16%, 10, 467, -83, i
Cc1ccc(S(=O)(=O)N(C)c2ccc(OCC(=O)N3CCCCC3)cc2)cc1
 : -2%, 8, 854, 2, i
Cc1ccc(C(=O)NNC(=O)CCCCC(=O)NNC(=O)c2ccc(C)cc2)cc1
 : 3%, 43, 832, -2, i

More entries follow:
Every second line gives: Salmonella PhoP GFP, T cell modulator vesicle-bound %, Lipid droplet cells 6.5 µM, Lipid droplet, T cell modulator
COc1ccccc1NC(=O)NNC(=O)CCN1CCOCC1
 : 8%, 39, 859, 10, i
C=CCn1c(=O)c2ccccc2n2c(SCC(=O)NC)nnc12
 : -3%, 31, 831, -1, i
Cn1c(CNC(=O)c2ccccc2F)nnc1SCC(=O)Nc1nncs1
 : -1%, 24, 791, 7, i
CC(=O)NC12CC3CC(C1)CC(C(=O)NCc1ccc(C)cc1)(C3)C2
 : -1%, 28, 833, 18, i
COC(CNC(=O)CN1C(=O)COc2ccc(S(=O)(=O)N3CCOCC3)cc21)OC
 : -5%, 12, 733, -3, i
Cc1cc(OC(=O)c2ccc(F)cc2)c([N+](=O)[O-])c(=O)[nH]1
 : 0%, 13, 723, 2, i
Cn1ncc(Cl)c1C(=O)NNC(=O)Nc1cccc2ccccc12
 : -4%, 22, 671, -11, i
CC(=O)Nc1ccc(S(=O)(=O)Nc2ccccc2C(=O)N2CCCCC2)cc1
 : 0%, 42, 849, -6, i
CCCCNC(=O)CN1C(=O)COc2ccc(S(=O)(=O)N3CCCCCC3)cc21
 : 4%, 50, 735, 4, i
O=C(c1cccnc1)c1ncc(C(F)(F)F)cc1Cl
 : 0%, 62, 816, -13, i
COc1cccc(CN2CCSCC2)c1OC
 : 3%, 57, 807, -2, i
[N-]=[N+]=NCC/C=C\C1NS(=O)(=O)OCC1O (stereo not drawn)
 : 1%, 48, 826, 12, i
O=C(c1ccco1)N1CCN(Cc2cccc3ccccc23)CC1
 : 1%, 17, 834, 1, i
CCOC(=O)N1CCN(C/C(Cl)=C/c2ccccc2)CC1
 : -7%, 59, 815, 6, i
Cc1ccc(-n2ncc3c(=O)n(CC(=O)N(C(C)C)C(C)C)cnc32)cc1
 : -2%, 59, 791, -3, i
CNC(=O)CSc1nc2cc(S(=O)(=O)Nc3ccccc3OC)ccc2o1
 : 5%, 22, 783, 20, i
COc1ccc(C(=O)N2CCCC(Nc3ccc(C)c(C)c3)C2)cc1 (stereo not drawn)
 : 0%, 18, 692, -16, i
CSCC[C@H](NC(=O)C1CCC(CNC(=O)[C@@H]2CCCN2C(=O)OC(C)(C)C)CC1)C(=O)O (stereo partly drawn)
 : 11%, 19, 800, -6, i
Clc1cccc(Cl)c1/C=C/c1ccn[nH]1
 : 12%, 3, 886, 14, i
COCc1nnc(NC(=O)COc2ccc3c(c2)OCO3)s1
 : 4%, 22, 701, -17, i

(list continues)
Every second line gives: Salmonella PhoP GFP, T cell modulator vesicle-bound %, Lipid droplet cells 6.5 µM, Lipid droplet, T cell modulator
Cc1cc(C(=O)NC2CCCCC2C)c2ccccc2n1 (stereo not drawn)
 : -3%, 56, 712, 7, i
COCCCNC(=S)N1CCN(c2nc(-c3ccccc3)cs2)CC1
 : -4%, 58, 786, -8, i
CCOC(=O)N/N=C\c1ccc(OC/C=C/c2ccccc2)c(OC)c1
 : -3%, 18, 697, -2, i
O=C(N/N=C/c1cccc(O)c1)c1ccc(NC(=O)C2CCCCC2)cc1
 : 5%, 64, 846, 4, i
Cc1ccccc1NC(=O)NNC(=O)c1ccc2ccccc2c1
 : -5%, 54, 841, -4, i
Cn1c(CCNC(=O)c2ccco2)nc2cc(NC(=O)c3ccccc3Cl)ccc21
 : 0%, 35, 726, 12, i
COc1ccc(Cn2ccnc2SCC(=O)NC2CCCC2)cc1
 : -5%, 70, 650, -46, i
CC(C)Cn1c(C23CC4CC(CC(C4)C2)C3)n[nH]c1=S
 : 8%, 53, 800, 0, i
Cc1ccc(C(=O)NCc2ccncc2)cc1S(=O)(=O)N1CCOCC1
 : -3%, 7, 823, 1, i
CC(C)(C)C(=O)Nc1ccc(/C=C/C(=O)c2ccco2)cc1
 : 7%, 39, 818, -10, i
Cc1c(C)c(C)c(S(=O)(=O)NCCc2ccccn2)c(C)c1C
 : 4%, 20, 878, -8, i
NS(=O)(=O)c1cccc(NC(=O)c2cccc(Oc3ccccc3)c2)c1
 : 7%, 29, 799, 1, i
COc1cc(OC)c(C(=O)NC23CC4CC(CC(C4)C2)C3)cc1OC
 : -7%, 52, 833, 11, i
N=c1c(C(=O)NCC2CCCO2)cc2c(=O)n3ccccc3nc2n1Cc1ccc(F)cc1 (stereo not drawn)
 : -3%, 48, 695, -5, i
COc1ccc(Br)cc1/C=N/n1c(-c2ccccc2)n[nH]c1=S
 : 8%, 32, 817, 5, i
CC(=O)N/C(=C\c1ccccc1)C(=O)OCc1cc(C)ccc1C
 : -6%, 36, 839, -11, i
COc1ccccc1N1CCN(C(=O)c2ccc3c(=O)n(Cc4ccc5c(c4)OCO5)c(=O)[nH]c3c2)CC1
 : 8%, 44, 713, -2, i
CC(=O)Nc1ccc(NC(=O)c2sc(-c3ccccc3)nc2C)cc1
 : 3%, 22, 795, 15, i
CCn1c(SCC(=O)Nc2nc(C)cs2)nnc1-c1ccncc1
 : 4%, 21, 813, 2, i
CCCCc1cc(=O)oc2cc(C)cc(OC(C)C(=O)NCc3ccccn3)c12 (stereo not drawn)
 : -4%, 36, 754, -1, i

Continuation.
Every second line gives: Salmonella PhoP GFP, T cell modulator vesicle-bound %, Lipid droplet cells 6.5 µM, Lipid droplet, T cell modulator
O=C1C(=O)N(CCS(=O)(=O)c2ccccc2)c2ccc(F)cc21
 : 10%, 3, 703, 1, i
CCOc1ccc(CCNC(=O)CCS(=O)(=O)c2ccc(C)cc2)cc1OCC
 : 1%, ., 401*, 102*, +
O=C(Nc1cccc(F)c1)C1CCCN(S(=O)(=O)c2cccc3cccnc23)C1 (stereo not drawn)
 : 3%, 1, 712, 10, i
CCOc1ccc(NC(=O)COc2cccc3c2CCN(Cc2cccnc2)C3=O)cc1
 : 10%, 21, 692, -4, i
CC(C)Oc1ccc(C(=O)NCCCNC(=O)c2ccccn2)cc1
 : 3%, 38, 817, -4, i
COc1ccc(Nc2cc(C(=O)NC3CCCC3)c3ccccc3n2)c(OC)c1
 : 2%, 66, 781, 26, i
CC(C)c1ccc(NC(=O)c2ccccc2NC(=O)C2CC=CCC2C(=O)O)cc1 (stereo not drawn)
 : -6%, 34, 692, 19, i
Cc1ccc2c(c1)N(CCC(=O)NC1CCCCC1)C(=O)CO2
 : 1%, 53, 868, -13, i
COc1ccc(CNC(=O)CCCn2ccc3cc(S(=O)(=O)N4CCCC4)ccc32)cc1
 : 0%, 30, 737, -1, i
Cc1ccc(C(=O)Nc2c[nH]c(=O)[nH]c2=O)cc1
 : 0%, 56, 784, 6, i
CCCn1nc(C(=O)NNC(=O)CCCOc2ccc(C)cc2)c2ccccc2c1=O
 : -3%, 59, 877, 10, i
COc1ccc(NC(=O)CN(C)S(=O)(=O)c2cnc[nH]2)cc1OC
 : -10%, 36, 677, 5, i
Cc1ccc(/C(O)=C2\C(=O)C(=O)N(C)C2c2ccc(F)cc2)cc1 (stereo not drawn)
 : -2%, 45, 822, -8, i
NC(=O)c1cccc(CS(=O)(=O)c2ccc(Cl)cc2)c1
 : 11%, 11, 829, -3, i
COc1cc(C(=O)NCCSc2ccc(Cl)cc2)cc(OC)c1OC
 : -2%, 59, 674, -29, i
CN(C)CCNC(=O)c1sc2nc(-c3ccccc3)cc(C(F)(F)F)c2c1N
 : -5%, 56, 774, -4, i
CC1CCN(C(=O)CCNC(=O)c2ccccc2)CC1
 : 3%, 45, 795, -4, i
COc1ccc(NC(=S)N(C(C)C)C2CCN(C(C)C)CC2)cc1Cl
 : 1%, 57, 763, 0, i
CN(CC(=O)NCCc1ccc(F)cc1)Cc1ccc(Br)cc1
 : 6%, 52, 816, 1, i
Cc1ccc(C)c(NS(=O)(=O)c2ccc3c(c2)NC(=O)CCS3)c1
 : -1%, 35, 696, -1, i

Next records follow.
Every second line gives: Salmonella PhoP GFP, T cell modulator vesicle-bound %, Lipid droplet cells 6.5 µM, Lipid droplet, T cell modulator
CCC(C)(C)NC(=O)C(c1sccc1C)N(Cc1ccco1)C(=O)c1csnn1 (stereo not drawn)
 : 1%, 23, 779*, 58*, i
COc1ccc(Cl)cc1S(=O)(=O)N(C)CC(=O)NCc1ccc2c(c1)OCO2
 : 5%, 28, 838, 4, i
Cc1ccc(C(=O)NC(=O)CSc2nncn2C)cc1
 : 3%, 33, 787, 7, i
CC(=O)C(Sc1nnnn1-c1ccc(O)cc1)c1ccccc1 (stereo not drawn)
 : -7%, 52, 801, 1, i
COc1ccc(-c2csc(N(CCCN(C)C)C(=O)c3ccc(F)cc3)n2)cc1
 : 0%, 63, 850, 3, i
CC1CCCCN1C(=O)c1ccc(CS(=O)(=O)Cc2ccccc2)cc1 (stereo not drawn)
 : -5%, 66, 835, 2, i
CSc1ccccc1OCc1cc(C(=O)N(C)CCc2c(C)n[nH]c2C)no1
 : 3%, 23, 713, 8, i
Cc1ccc(O)c(C(=O)CC(=O)c2ccc(C(C)(C)C)cc2)c1
 : -4%, 53, 819, 2, i

Of the compounds above, these have an NH in an aromatic ring:
Every second line gives: Salmonella PhoP GFP, T cell modulator vesicle-bound %, Lipid droplet cells 6.5 µM, Lipid droplet, T cell modulator
O=C(CCc1c[nH]c2ccccc12)NCc1cccc(Cl)c1
 : 1%, 11, 753, 0, i
Cc1cc(OC(=O)c2ccc(F)cc2)c([N+](=O)[O-])c(=O)[nH]1
 : 0%, 13, 723, 2, i
Clc1cccc(Cl)c1/C=C/c1ccn[nH]1
 : 12%, 3, 886, 14, i
CC(C)Cn1c(C23CC4CC(CC(C4)C2)C3)n[nH]c1=S
 : 8%, 53, 800, 0, i
COc1ccc(Br)cc1/C=N/n1c(-c2ccccc2)n[nH]c1=S
 : 8%, 32, 817, 5, i
COc1ccccc1N1CCN(C(=O)c2ccc3c(=O)n(Cc4ccc5c(c4)OCO5)c(=O)[nH]c3c2)CC1
 : 8%, 44, 713, -2, i
Cc1ccc(C(=O)Nc2c[nH]c(=O)[nH]c2=O)cc1
 : 0%, 56, 784, 6, i
COc1ccc(NC(=O)CN(C)S(=O)(=O)c2cnc[nH]2)cc1OC
 : -10%, 36, 677, 5, i
CSc1ccccc1OCc1cc(C(=O)N(C)CCc2c(C)n[nH]c2C)no1
 : 3%, 23, 713, 8, i
